GPR151 activ: human GPR151 activation. PathHunter beta-arrestin GPR151 cells, luminescence. activation, % at 11.2 µM. 650,000 tested, 1% active. AID 1508602; in the data active = activation above about 4.9%;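 also: 0% = median of compound wells and 100% = cells with positive control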
TEAD-YAP inh: TEAD-YAP interaction inhibition. HEK-TIYL cells, TEAD-Gal4/YAP UAS-luciferase luminescence. inhibition, % at 9.12 µM. 640,000 tested, 1.4% active; in the data active = inhibition above about 32%;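 also: 0% = median of test compound wells and 100% = reference inhibitor wells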
FBW7 act: activators of human E3 ligase FBW7; AlphaScreen FBW7–phospho-cyclin E peptide binding, activator screen; 650,000 tested, 0.13% active; normalized activity (activation), % at 26.1 µM; Q969H0; AID 1259310; in the data active = normalized activity above about 1.9%;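 also: purified mutant Fbw7 with reduced substrate affinity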
Target sequence (Q969H0 whole entry, looked up): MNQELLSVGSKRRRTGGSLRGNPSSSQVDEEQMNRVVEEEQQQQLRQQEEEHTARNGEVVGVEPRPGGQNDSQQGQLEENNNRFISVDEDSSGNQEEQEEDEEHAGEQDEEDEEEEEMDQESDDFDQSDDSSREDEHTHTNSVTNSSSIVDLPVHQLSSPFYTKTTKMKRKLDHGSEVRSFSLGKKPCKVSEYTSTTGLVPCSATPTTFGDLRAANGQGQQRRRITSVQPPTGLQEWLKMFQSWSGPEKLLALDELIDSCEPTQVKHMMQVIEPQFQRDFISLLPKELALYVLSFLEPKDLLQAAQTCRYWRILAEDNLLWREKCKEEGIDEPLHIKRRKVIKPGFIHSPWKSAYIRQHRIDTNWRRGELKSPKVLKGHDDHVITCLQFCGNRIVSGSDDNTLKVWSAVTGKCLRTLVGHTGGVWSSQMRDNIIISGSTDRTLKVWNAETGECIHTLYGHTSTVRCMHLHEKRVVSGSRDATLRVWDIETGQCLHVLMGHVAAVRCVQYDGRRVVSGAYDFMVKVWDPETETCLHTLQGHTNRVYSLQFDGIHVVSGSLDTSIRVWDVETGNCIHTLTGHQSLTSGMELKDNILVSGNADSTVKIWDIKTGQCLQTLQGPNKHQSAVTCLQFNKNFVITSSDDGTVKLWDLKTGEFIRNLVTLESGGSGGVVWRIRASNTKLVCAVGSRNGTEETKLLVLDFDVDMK
MITF inh: human MITF inhibition, primary screen; O75030; AlphaScreen MITF homodimerization, bead proximity signal; inhibition, % at 2.6 µM; 650,000 tested, 0.91% active; in the data active = inhibition above about 50%;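 also: 0% = vehicle wells with protein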
Numbers without * were called inactive; / = no result given. No enrichment for hits. About 3.5% of those tested had a hit in this group.

Under each structure: GPR151 activ | TEAD-YAP inh | FBW7 act | MITF inh
CCCN1CCC(N(C(=O)c2ccc(NC(=O)/C=C/c3ccccc3)cc2)C2CC2)CC1
    -0.5 | -1 | -0.1 | -19
COc1cc(S(=O)(=O)N(Cc2cccnc2)Cc2ccco2)ccc1-n1cnnn1
    -0.8 | -4 | -0.1 | 27
CC1CCCC(C)N1CCNC(=O)c1ccc2c(=O)n(CCc3ccccc3)c(=O)[nH]c2c1 (stereo not given)
    -0.1 | 2 | 0.0 | 4
O=C1CC(c2ccc([N+](=O)[O-])cc2)c2ccc3ccccc3c2N1 (stereo not given)
    -0.3 | 12 | -0.2 | -2
COc1cccc(CCNC(=O)CC2C(=O)NCCN2Cc2ccc(C)o2)c1 (stereo not given)
    1.0 | 12 | 0.1 | 8
CCCCCCNC(=O)c1c[nH]c2ccc(S(=O)(=O)N3CC(C)CC(C)C3)cc2c1=O (stereo not given)
    -0.3 | 11 | 0.1 | -5
OC(CNCc1ccccc1Br)C(F)(F)F (stereo not given)
    0.5 | 2 | 0.1 | 5
Cc1cc(C)nc(SCC(=O)NC(C)C2CC3CCC2C3)n1 (stereo not given)
    0.5 | -5 | 0.1 | 12
COc1ccc(-c2noc(CC(=O)Nc3cc(C)on3)n2)cc1
    0.5 | 2 | -0.1 | 9
COc1ccc(C2=NN(C(=O)c3cc(OC)c(OC)c(OC)c3)C(c3cccc([N+](=O)[O-])c3)C2)cc1OC (stereo not given)
    -0.4 | 37* | -0.1 | -1
COc1ccc2[nH]cc(NC(=O)N3CCCC(C(N)=O)C3)c(=O)c2n1 (stereo not given)
    0.1 | -9 | 0.1 | -1
O=C(COc1ccccc1Cl)Nc1ccc2oc(-c3ccncc3)nc2c1
    -1.0 | 3 | 0.1 | 17
Cc1nc2c(-c3ccc(F)cc3)c(C)nn2c(C)c1CC(=O)N1CCCCCC1
    1.3 | 3 | 0.0 | 5
CC(=O)c1cccc(NC(=O)Cn2c(-c3ccc(F)cc3)cc(C(C)=O)c2C)c1
    -1.4 | -12 | 0.0 | -3
C#CCNC(=O)C1CCCN(c2nccc(C)n2)C1 (stereo not given)
    2.6 | -8 | 0.0 | 1

Next section.
Under each structure: GPR151 activ | TEAD-YAP inh | FBW7 act | MITF inh
CCC(=O)Nc1sc(Cc2ccccc2)c(C)c1C(N)=O
    -0.2 | 16 | -0.1 | -1
COc1ccc(C(=O)NNC(=O)COc2ccc(Cl)cc2C)cc1
    0.4 | 4 | -0.1 | 5
COc1ccc(-c2cnc3ccc(NCc4ccc(F)cc4)nn23)cc1
    -0.6 | 7 | 0.0 | 10
COc1cc2nc(-c3ccc(C(=O)N4CCN(C)CC4)cc3)nc(NCCN(C(C)C)C(C)C)c2cc1OC
    -0.3 | 9 | -0.1 | 9
CCC(Sc1nc2ccccc2s1)C(=O)Nc1ccccc1C#N (stereo not given)
    -0.6 | 2 | 0.0 | 6
O=C(c1ccc(CNc2nc(=S)[nH]c3ccccc23)cc1)N1CCC(Cc2ccccc2)CC1
    -0.8 | 1 | -0.3 | 3
CC(=O)Nc1ccc(S(=O)(=O)N2CCN(S(=O)(=O)c3ccc(Cl)cc3)CC2)cc1
    -0.8 | 1 | -0.1 | -15
COc1ccc(C(OC(=O)c2ccco2)C(=O)NCc2ccc(F)cc2)cc1 (stereo not given)
    0.0 | 6 | -0.1 | 6
COc1ccc(C2CC(c3cccs3)=NN2C(=O)CCC(=O)O)cc1 (stereo not given)
    0.1 | 0 | 0.7 | -2
CC(C)[C@H](CO)n1c(=O)[nH]c2ncc(-c3cccnc3)nc21
    -0.3 | 11 | -0.1 | 4
O=C(O)C(Cc1ccccc1[N+](=O)[O-])=Nc1cccc([N+](=O)[O-])c1
    -1.6 | -2 | -0.1 | 2
C=Cc1ccc(Cn2c(C)c(CNCc3ccccc3OCC)c(C(=O)O)c2C)cc1
    1.2 | 12 | -0.1 | 12
CN1CCN(NC(=S)Nc2ccc(S(N)(=O)=O)cc2)CC1
    2.3 | 4 | -0.2 | -17
S=C(NCc1cccnc1)Nc1ccc2c(c1)OCO2
    0.7 | -4 | -0.1 | -4
CCc1ccc(NC(=O)CC2C(=O)N(c3ccc(C)cc3)C(=O)N2C2CC2)cc1 (stereo not given)
    -1.6 | -6 | 0.1 | -9

Continuation.
Under each structure: GPR151 activ | TEAD-YAP inh | FBW7 act | MITF inh
CCC(=O)c1ccc(OCc2ccc(S(=O)(=O)N3CCOCC3)cc2)cc1
    0.3 | -4 | 0.2 | 1
CC(=O)c1cccc(NC(=O)c2cc3nc(-c4ccco4)cc(C(F)(F)F)n3n2)c1
    0.2 | -4 | -0.2 | 6
Cc1cccn2c(=O)nc(SCc3cccc(Cl)c3)nc12
    1.0 | -6 | 0.1 | 8
CCOC(=O)CN(Cc1cc(OC)c(OC)c(OC)c1)S(=O)(=O)c1ccc(Br)cc1
    0.3 | -2 | 0.0 | 4
C/C(=N/NC(=O)CCC(=O)Nc1ccc(F)cc1)c1ccc(C)cc1
    1.5 | -1 | -0.1 | 7
Nc1ccc(S(=O)(=O)c2ccc(Cl)cc2)cc1
    0.0 | -4 | 0.6 | 8
Cc1ccccc1NC(=O)C1Cc2ccccc2CN1S(=O)(=O)c1cccs1 (stereo not given)
    -0.6 | 0 | -0.2 | 7
CCCCCCN(CCCCCC)C(=O)Cc1c(-c2ccc(Cl)cc2)[nH]c2ccc(Cl)cc12
    -0.7 | / | 0.1 | 15
Cc1cc(NC(=O)CCC2CCCC2)no1
    0.6 | -3 | 0.2 | 3
CC(NC(=O)c1ccccc1)C(=O)OCC(=O)c1ccc(Br)cc1 (stereo not given)
    0.9 | 4 | 0.0 | 8
O=C(NC1CCCCCC1)c1cncc(Br)c1
    -0.8 | -15 | 0.0 | 9
N#CC1=C(N)Oc2n[nH]c(-c3ccccc3)c2C1C1C=CCCC1 (stereo not given)
    0.4 | 1 | -0.2 | -3
O=C(CSc1nnc(-c2ccc(Cl)cc2)n1-n1cccc1)NCc1ccccc1
    -2.1 | 0 | 0.0 | -14
Cc1ccccc1CC1(CO)CCCN(C(=O)CN2CCCC2=O)C1 (stereo not given)
    -2.4 | -12 | 0.0 | 7
O=C(Nc1ccccc1)c1cn2ccsc2n1
    -2.4 | -1 | 0.1 | 8

Whole records from above.
CCCCCCN(CCCCCC)C(=O)Cc1c(-c2ccc(Cl)cc2)[nH]c2ccc(Cl)cc12 as listed: GPR151 activ: -0.7; TEAD-YAP inh: /; FBW7 act: 0.1; MITF inh: 15
O=C(Nc1ccccc1)c1cn2ccsc2n1 as listed: GPR151 activ: -2.4; TEAD-YAP inh: -1; FBW7 act: 0.1; MITF inh: 8
O=C(NC1CCCCCC1)c1cncc(Br)c1 as listed: GPR151 activ: -0.8; TEAD-YAP inh: -15; FBW7 act: 0.0; MITF inh: 9

New compounds follow.
Under each structure: GPR151 activ | TEAD-YAP inh | FBW7 act | MITF inh
CN(C)CCN(C)C(=O)c1cccc(OC2CCN(C3CCSC3)CC2)c1 (stereo not given)
    -0.5 | 0 | -0.2 | -2
CNC(=S)N/N=C/c1cccc(/C=N/NC(=S)NC)c1
    1.3 | -8 | -0.1 | 0
O=C(NC1CCCCC1)C(c1ccncc1)N(C(=O)C(F)(F)F)c1ccc(F)cc1 (stereo not given)
    1.2 | 10 | 0.3 | 9
O=C(Nc1ccc(OC(F)(F)F)cc1)c1oc(=O)c2ccccc2c1-c1ccccc1
    0.8 | -11 | 0.0 | 9
COc1ccc(C(=O)Nc2cc(-c3nc4ccccc4s3)ccc2C)cc1
    -1.0 | 4 | 0.2 | 11
Cc1ccccc1/C=C1/SC(=Nc2ccccc2)NC1=O
    1.1 | 1 | 0.0 | -6
CN(C)S(=O)(=O)c1ccc(/C(O)=C2/C(=O)C(=O)N(CCCN3CCOCC3)C2c2ccc(Br)cc2)cc1 (stereo not given)
    -0.7 | -8 | 0.5 | 20
Cc1cc2c(cc1S(=O)(=O)C(C)CC(=O)N1CCCC3CCCCC31)OCC(=O)N2 (stereo not given)
    0.2 | -4 | 0.2 | 9
O=C(Nc1nnc(-c2ccc([N+](=O)[O-])cc2)s1)c1ccc(Cl)c(Cl)c1
    -1.0 | 4 | -0.2 | 9
O=C(CSCc1c(F)cccc1Cl)NCC1CCCO1 (stereo not given)
    -1.8 | -5 | -0.2 | 6
COCCN1Cc2cccc(C(=O)N3CCN(C4CCCCC4)CC3)c2C1=O
    -0.6 | 1 | 0.5 | -16
Cc1nc(Oc2ccc(Br)cc2)c2c3c(sc2n1)CCCC3
    0.0 | 3 | -0.1 | -1
CCCc1cc(C(=O)OC)c(NC(=O)c2cccc(OC)c2OC)s1
    0.4 | -1 | 0.8 | -31
O=C(NCCc1c[nH]c2ccccc12)c1ccc(Cn2c(=S)[nH]c3ccc(Br)cc3c2=O)cc1
    -0.1 | -2 | 1.7 | 8
COC(=O)[C@H](Cc1ccccc1)NC(=O)/C=C/c1ccc(O)cc1
    1.0 | / | / | 0

Later entries.
Under each structure: GPR151 activ | TEAD-YAP inh | FBW7 act | MITF inh
COc1ccc(CN2CCN(Cc3ccccc3[N+](=O)[O-])CC2)cc1OC
    0.3 | -5 | -0.2 | 67*
CC(=O)Nc1ccc(NC(=S)NC(=O)c2cccc(F)c2)cc1
    1.0 | -22 | -0.1 | 6
COc1ccc(S(=O)(=O)N2CCN(c3ccccc3OC)CC2)cc1C
    0.2 | 5 | -0.1 | -9
COc1cccc(NC(=O)CN2C(=O)C(C)SC(C)C2=O)c1 (stereo not given)
    -0.6 | 3 | -0.1 | -14
O=C1c2ccccc2C(=O)N1CN(Cc1ccccc1)CN1C(=O)c2ccccc2C1=O
    -0.6 | -2 | -0.2 | -3
CN(C)CCCNC(=O)c1cc2ccccc2cc1O
    1.9 | 10 | -0.5 | 3
CC(=O)c1ccc(S(=O)(=O)NCc2ccco2)cc1
    -1.8 | -8 | 0.2 | -7
CCOC(=O)c1c(C)[nH]c2ccc(OC(C)=O)cc12
    -0.9 | -4 | -0.1 | -8
O=C(c1cc2ccccn2n1)N1CCCC1
    -0.4 | 0 | 0.0 | 9
CCC(=O)Nc1cccc(NC(=O)CSc2nnc(C(C)C)n2CC)c1
    -1.6 | 2 | 0.0 | 9
Brc1ccc(-c2nc(-c3ccccc3)c(-c3ccc(Oc4ccccc4)cc3)[nH]2)cc1
    -0.3 | -1 | 0.6 | 11
CC(C(=O)Nc1ccccc1O)N1C(=O)C2C3C=CC(C3)C2C1=O (stereo not given)
    3.4 | 7 | -0.1 | 0
c1ccc(OCCn2ncc3c(N4CCCC4)ncnc32)cc1
    -5.2 | 81* | 0.0 | 9
Cc1ccc(-n2nc(C)c(C(C)(O)C(F)(F)F)c2N)cc1 (stereo not given)
    -1.0 | -11 | -0.2 | 3
CCCCC(=O)Nc1ccc(N2CCN(C(=O)c3ccco3)CC2)cc1
    -0.5 | -4 | -0.1 | -10

In another format: results already given
Molecule | GPR151 activ | TEAD-YAP inh | FBW7 act | MITF inh
c1ccc(OCCn2ncc3c(N4CCCC4)ncnc32)cc1 | -5.2 | 81* | 0.0 | 9
CC(=O)Nc1ccc(NC(=S)NC(=O)c2cccc(F)c2)cc1 | 1.0 | -22 | -0.1 | 6

Following part:
Under each structure: GPR151 activ | TEAD-YAP inh | FBW7 act | MITF inh
Cn1c(SCc2nc(-c3ccc(Br)cc3)no2)nnc1-c1ccco1
    -2.2 | 0 | -0.2 | 25
CNC(=O)CSc1nnc(Cc2ccccc2)n1CCc1ccccc1
    1.1 | -6 | -0.1 | 1
Cn1nnnc1SCC(=O)NC12CC3CC(CC(C3)C1)C2
    -1.1 | 0 | 0.2 | 7
COc1ccc(S(=O)(=O)Nc2ccc(-c3nc4cccnc4s3)cc2C)cc1OC
    -1.2 | -16 | -0.1 | 1
CCCN(C1CCN(C)CC1)S(=O)(=O)c1ccc(NC(=O)C(C)(C)C)cc1
    0.0 | 0 | 0.2 | -19
COc1cccc(C(=O)c2sc3nc4cc(OC)c(OC)cc4cc3c2N)c1
    0.5 | -10 | -0.1 | -13
O=C(c1cnc2ccccc2c1Nc1ccc(Cl)cc1)N1CCOCC1
    -0.9 | -5 | 0.5 | 6
CC(=O)N(Cc1ccccc1)C1=C(N2CCCCC2)C(=O)c2ccccc2C1=O
    -0.9 | -8 | 0.2 | 14
Cc1cccc(C2=N/C(=C\c3cccc4ccccc34)C(=O)O2)c1
    0.5 | 8 | 0.0 | 6
CCn1nnnc1SCC(=O)Nc1ccc(OCc2ccccc2)cc1
    0.7 | 19 | 0.0 | -2
O=C(NCc1nc(-c2cccnc2)n[nH]1)c1ccc(F)c(F)c1
    0.0 | 7 | 0.0 | 1
C/C(=N\O)C(=O)NCc1ccc[n+](C)c1
    0.9 | 4 | -0.1 | -8
Nc1cc(=O)[nH]c(SCC(=O)Nc2nnc(SCc3ccccc3)s2)n1
    1.3 | -5 | -0.3 | -4
C/C(=C/c1ccccc1)C(=O)N1CCN(c2ccc([N+](=O)[O-])cc2)CC1
    2.6 | -11 | -0.5 | 1
CCCOC(=O)C1=C(C)NC2=C(C(=O)CCC2)C1c1ccc(OCCC)c(OC)c1 (stereo not given)
    -0.5 | -14 | 0.8 | 5
Cc1c(C(=O)OCCOC(C)C)[nH]c2c1C(=O)CC(c1cccs1)C2 (stereo not given)
    0.8 | 51* | -0.2 | -9
Cc1cccc(CSCCNC(=O)CN(c2ccc(Cl)cc2)S(C)(=O)=O)c1
    0.1 | 13 | 0.0 | -4

Screening data as filed in PubChem BioAssay.
